Screening results from PubChem.
N370S GC mod – inhibits or activates N370S mutant glucocerebrosidase; actives 0.092% (n = 330,000); N370S GC spleen homogenate, 4MU-glucoside fluorescence; Potency, µM (doses to about 59.4 µM), for inactives: at the top dose activity change, negative = inhibition, actives largely listed as inhibitors; P04062;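 also: 0% = full enzyme activity and -100% = no enzyme basal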
FEN1 inhibitor – blocks human flap endonuclease 1; P39748; Recombinant FEN1 flap cleavage, fluorescence, 15 min; Potency, µM (top dose mostly 114 µM), without a hit: at the top dose activity change, negative = inhibition, usual class: inhibitors; actives 0.35% (n = 390,000); AID 588795; also: nearly all actives have a fitted effect of over 65% in size
Target sequence (P39748 whole entry, looked up): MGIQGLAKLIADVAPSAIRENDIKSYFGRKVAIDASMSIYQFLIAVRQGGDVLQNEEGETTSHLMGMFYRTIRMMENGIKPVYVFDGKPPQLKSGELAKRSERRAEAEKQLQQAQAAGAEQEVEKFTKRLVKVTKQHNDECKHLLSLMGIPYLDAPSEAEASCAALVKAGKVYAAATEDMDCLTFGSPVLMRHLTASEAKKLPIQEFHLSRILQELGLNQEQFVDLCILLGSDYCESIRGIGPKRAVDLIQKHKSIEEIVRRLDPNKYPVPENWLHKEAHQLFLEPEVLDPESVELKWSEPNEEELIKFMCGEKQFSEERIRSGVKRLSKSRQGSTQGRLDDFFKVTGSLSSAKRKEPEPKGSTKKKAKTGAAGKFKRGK
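Potency values derive from four-parameter Hill fits of normalized qHTS data. The reaction used 10 nM FEN1 preincubated 15 min at room temperature with compound, then 50 nM DNA substrate, read at 0 and 15 min.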
DT40 TDP1 CPT – growth inhibition of DT40 Tdp1-/-;hTDP1 cells with camptothecin (screen for TDP1 inhibitors); Potency, µM (series often up to 46.2 µM), without a hit: at the top dose activity change, negative = growth inhibition, most hits filed as inhibitors; chicken DT40 Tdp1-/-;hTDP1 cells + 20 nM CPT, ATP luminescence, 48 h; actives 12% (n = 420,000); also: nearly all actives have a fitted effect of over 55% in size
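Chicken DT40 Tdp1-/- cells stably complemented with human TDP1 were seeded at 400 cells/well in medium containing 20 nM camptothecin, exposed to pin-transferred compounds, and grown at 37 °C for at least 48 hr. Viability was read as ATP luminescence.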
Starred values were filed as active, the others as inactive; ? = inconclusive; . = no result given; [ ] = dose if it differs, or a comment. Calls follow the shape of the dose curve; as a rule, active = well fitted curve in the direction sought with a large enough effect; inconclusive = small, poorly fitted or top-dose-only effect, or another doubt; inactive = no such curve, though single readings can be large; an effect the other way counts as inactive or inconclusive. Unless noted, % is scaled to controls: 0 for no effect and ±100 for the full control effect; potency is read from the fitted curve at half-maximal effect. This is a subset (hit frequency here may not be typical).

Each structure is followed by: N370S GC mod	FEN1 inhibitor	DT40 TDP1 CPT
O=C(COc1ccccc1)NC(=S)N1CCc2ccccc21
→ 6%	5%	?
O=C(CCNC(=O)Cn1cnc2ccccc2c1=O)NCC1CCCO1 (stereo unspecified)
→ -2%	8%	-8%
Cc1ccccc1N/C(=C(/C(Cl)=C(Cl)Cl)[N+](=O)[O-])n1nnc2ccccc21
→ -5%	-23%	16µM*
CCCCn1c(N)c(N(C(=O)CSc2nncn2-c2ccccc2)C2CCCC2)c(=O)[nH]c1=O
→ .	-7%	-11%
O=C(Nc1nc(-c2ccccn2)cs1)c1ccc2c(c1)OCCO2
→ -12%	-5%	3.3µM*
CCCCCCOc1ccc(C(=O)n2cnc(N)n2)cc1
→ -1%	4%	-2%
NC(=O)C1CCN(CC(=O)N2c3ccccc3CCc3ccccc32)CC1
→ -7%	-10%	-2%
CCOc1ccc(C(=O)Nc2cccc3ncccc23)cc1Cl
→ -7%	6%	23µM*
O=C(NNC(=O)c1ccccc1OCc1ccccc1Cl)c1csc(N2CCOCC2)n1
→ -10%	-14%	?
CCOC(=O)c1nc(NNC(C)=O)sc1C
→ -11%	7%	-1%
COc1ccc(N=Nc2c(C)n[nH]c2C)cc1
→ 0%	-9%	-14%
CC(C)CN1C(=O)C(=O)N(CC(=O)c2ccc[nH]2)C1=O
→ -6%	-2%	-2%
Cc1nc(-c2c(C(F)(F)F)noc2-c2ccc(O)cc2O)cs1
→ -5%	-16%	?
CCC(=O)Nc1ccc(N2CCCCC2)cc1
→ 22%	1%	?
Cc1ccc(S(=O)(=O)NCC23C=CC(O2)C2C(=O)N(c4ccccc4)C(=O)C23)cc1 (stereo unspecified)
→ -2%	-2%	?
O=C(NCC(=O)N(c1cccnc1)C(C(=O)NC1CCCC1)c1ccccc1F)c1ccco1 (stereo unspecified)
→ -6%	-3%	-13%
Cc1ccc(NC(=O)c2oc3ccc(S(=O)(=O)N4CCCCCC4)cc3c2C)cc1Cl
→ .	1%	-12%
Cn1c(C2=C(O)CN(Cc3ccccc3)C2=N)nc2ccccc21
→ 27%	0%	-4%
Cc1ccc2c(CN3CCCCC3C)cc(=O)oc2c1C (stereo unspecified)
→ -4%	-4%	?
COc1ccc(Nc2ncnc3sc4c(c23)CCCC4)cc1
→ .	-23%	3.3µM*
Cc1ccc2onc(CNC(=O)N3CCN(c4cccc(C(F)(F)F)c4)CC3)c2c1
→ .	16%	-28%
COc1cccc(CNC(=O)CCC2CCCN(C(=O)C3=CC(=O)CC(C)(C)O3)C2)c1 (stereo unspecified)
→ -6%	-2%	14%
CCOCCCNC(=O)c1c(NC(=O)c2cc(=O)c3cc(C)c(C)cc3o2)sc2c1CCC2
→ .	21%	-13%
CC1(C(=O)N2CCN(c3ccc([N+](=O)[O-])cc3)CC2)CC1(Cl)Cl (stereo unspecified)
→ -11%	-6%	?
Cc1ccc(OCC(=O)NC(=S)Nc2ccc(Br)c(C)n2)cc1
→ 5%	6%	-14%
O=C(CSc1nnc(CN2CCCC2)n1-c1ccc(F)cc1)c1ccc2c(c1)OCO2
→ -3%	-2%	?
CC(C)CN(CC(C)C)CC(O)COc1ccccc1Br (stereo unspecified)
→ -23%	-11%	?
CCc1cc2c3c(c1)C(C)CC(C)(C)N3C(=O)C2=O (stereo unspecified)
→ -1%	0%	?
CCOC(=O)C1(CCc2ccccc2)CCN(Cc2cc(OC)c(OC)cc2OC)CC1
→ -18%	7%	21µM*
O=C(NCCCN1CCC(Cc2ccccc2)CC1)C1CC(=O)N(C2CCCC2)C1 (stereo unspecified)
→ 18%	-1%	3%
O=C(Nc1ccc(Cl)cc1)c1ccc2c(c1)OCO2
→ 6%	-10%	-2%
Cc1ccc(C(=O)/C=C/c2ccco2)c(O)c1
→ -5%	-1%	?
Cc1ccc(-c2nn(-c3ccc(F)cc3)cc2C(=O)N(C)CC(=O)Nc2ccc(N3CCOCC3)cc2)cc1
→ -3%	-12%	?
CCCc1[nH]nc2c1C(c1ccc(OC(=O)N3CCOCC3)c(OC)c1)C(C#N)=C(N)O2 (stereo unspecified)
→ -2%	2%	-6%
CSc1nc(Cl)c(Cc2ccc(OC(C)C)cc2)c(N2CCOCC2)n1
→ 19%	-13%	?
COC(CSc1nc(N)c2c3c(sc2n1)CN(C)CC3)OC
→ ?	-22%	-8%
CCN1CCN(c2nc(-c3cccs3)nc3ccccc23)CC1
→ 9%	0%	-24%
CCn1c(SCc2nc3ccccc3nc2C)nnc1-c1cccs1
→ -1%	7%	?
COc1ccc(/C=C2\SC(=O)N(CCC(=O)N3CCCCC3CCO)C2=O)cc1 (stereo unspecified)
→ 3%	6%	?
c1ccc(-c2ccc(N3CC4(CCNCC4)C3)cc2)cc1
→ ?	.	4.1µM*
Cc1cc(C)n(-c2ccc(C(=O)NCC(c3ccco3)N3CCCC3)cc2)n1 (stereo unspecified)
→ .	40%[activator]	?
O=C(COC(=O)C12CC3CC(CC(O)(C3)C1)C2)N1CCN(S(=O)(=O)c2ccc(Cl)cc2)CC1
→ 2%	11%	?
CCn1c(COc2cccc(C)c2)nnc1SCC(=O)NC1CCCC1
→ -2%	-9%	?
COc1ccc(CN2CCN(c3ccccc3OC)CC2)cc1OC
→ -1%	14%	-22%
COc1ccccc1OCC(=O)Nn1c(=S)[nH]c2ncccc2c1=O
→ 20%	-1%	-2%
CCOc1ccc(CN(C)C(=O)c2cc(S(=O)(=O)N3CCCC3)ccc2C)cc1
→ .	-2%	?
Cc1ccc(S(=O)(=O)N/N=C\c2cn(CC(N)=O)c3ccccc23)cc1
→ -9%	5%	10%
COC(=O)CC1=C(C(=O)OC)C(c2cc(OC)c(OC)cc2OC)C(C#N)=C(N)O1 (stereo unspecified)
→ 8%	-8%	3%
C/C(=N/NS(=O)(=O)c1ccc(C)cc1)c1cccc(NC(=O)c2cccc(Cl)c2)c1
→ -1%	-4%	-11%
CCOC(=O)c1c(C)n(C)c2ccc(OCC(O)Cn3nc(C)cc3C)cc12 (stereo unspecified)
→ -3%	-16%	?
Cc1ccc(NC(=O)NC(=O)N(c2ccccc2)S(C)(=O)=O)cc1
→ 6%	2%	-3%
Cc1cc(C(=O)NNC(=O)c2ccc(C)c([N+](=O)[O-])c2)c(C)o1
→ -3%	-3%	10%
COc1ccc(C[C@@H]2CN3C(=NC[C@@H]3C)N2C[C@H](C)NC(=O)c2ccc(C)c(Br)c2)cc1
→ -8%	13%	18µM*
Cc1nnc(N2CCC(C(=O)NC(C)C)CC2)c2nn(-c3ccccc3)c(C)c12
→ .	-5%	-21%
COC(=O)C1CCN(C(=O)CN2C(=O)NC(CCc3ccccc3)C2=O)CC1 (stereo unspecified)
→ 3%	-1%	-23%
Cc1noc(C)c1S(=O)(=O)Nc1ccc2c(c1)C(=O)N([C@H](C)CO)C[C@H](C)[C@@H](CN(C)C(=O)Nc1ccc3c(c1)OCO3)O2
→ .	-3%	0%
CC1=NN=C(c2ccccc2)C(c2c[nH]c3ccccc23)N1O (stereo unspecified)
→ -3%	-5%	-1%
CC(=O)c1ccc(NC(=O)CSc2ccc(-c3cccs3)nn2)cc1
→ .	-11%	-18%
CCOc1ccc(OC(=O)c2cn(-c3cccc(OC)c3)c(=O)c3ccccc23)cc1
→ .	-11%	?
N#Cc1cc2c(=O)n3ccccc3nc2n(CCCN2CCOCC2)c1=O
→ ?	-5%	-7%

Next structures follow.
molecule | N370S GC mod | FEN1 inhibitor | DT40 TDP1 CPT
O=C(N/N=C/c1cccc(O)c1)c1ccc(COc2ccc3c(c2)CCC3)o1 | -27% | -14% | ?
O=S(=O)(c1ccc(Cl)c(NC(=S)Nc2ccccc2N2CCOCC2)c1)N1CCOCC1 | 1% | 4% | -3%
CSc1ncccc1C(=O)Nc1ncc(C)s1 | 2% | -3% | -2%
Cc1cc(NC(=O)COC(=O)C2CC(=O)N(c3ccc(C)c(Cl)c3)C2)no1 (stereo unspecified) | -3% | 2% | 3%
COc1ccc(S(=O)(=O)N2CCOC2CNC(=O)C(=O)NCCc2ccc(OC)c(OC)c2)cc1 (stereo unspecified) | -3% | 8% | 16µM*
COc1ccccc1CNS(=O)(=O)c1ccc2[nH]c3c(c2c1)CCCCC3 | . | -4% | 10µM*
CC(NC(=O)CN1C(=O)NC2(CCc3ccccc32)C1=O)c1ccccc1 (stereo unspecified) | . | 18% | 8%
O=c1oc2ccccc2cc1C1=Nn2c(nnc2-c2cccnc2)SC1 | 2% | -14% | -11%
CC1(c2nnc(-c3cccc(Cl)c3)o2)CC(c2ccccc2)=NO1 (stereo unspecified) | . | 3% | -1%
CCCCCC1C(C(=O)OCC)C(=O)NC1(C(=O)OCC)C(=O)OCC (stereo unspecified) | . | 1% | -26%
Cc1nnc(SCC(=O)N2CC(=O)Nc3ccccc32)n1Cc1ccccc1 | 6% | -2% | 2%
Cc1ccc(S(=O)(=O)NCc2ccc3c(c2)cc(C)n3C)cc1 | -11% | -22% | ?
CC(C)NS(=O)(=O)c1ccc(CCC(=O)NCc2ccc3c(c2)OCO3)cc1 | 2% | -5% | 1%
C=C(/C=C/c1ccc(N(C)C)cc1)c1nc2ccccc2s1 | . | 25µM* | 0.089µM*
O=C(NCCNc1ccc([N+](=O)[O-])cc1C(F)(F)F)c1cccc(F)c1 | -14% | -11% | ?
CCCCCCCC(=O)Nc1cc(C(=O)NCc2ccc(C)cc2)ccc1N1CCC2(CC1)CC(c1cccc(Br)c1)=NO2 | -4% | 9% | ?
OCC[C@@H]1C[C@H](O)[C@@H](O)[C@]2(CCc3ccccc3O2)O1 | 2% | -1% | -11%
CCn1c(SCC(=O)c2ccc(Cl)s2)nnc1-c1cccs1 | -9% | -6% | -30%
COc1cc(C(=O)N2CCc3ccccc32)cc(OC)c1OC | -21% | 1% | -1%
CCCC(=O)Nc1ccc(N2CCCCC2)cc1 | -6% | -5% | -3%
COc1cc(OC)cc(C(=O)N/N=C/c2ccc(OC)c(COc3ccc4ccccc4c3)c2)c1 | -1%[12.8 µM] | 9% | 4.1µM*
O=C(NCc1nc2ccccc2[nH]1)C1=C[C@@H](c2ccc(C(F)(F)F)cc2)C[C@@H](OCc2ccc(CO)cc2)O1 | . | -22% | ?
C/C(=N\NC(=O)CN1CCN(c2ccc(F)cc2)CC1)c1ccco1 | . | 0% | 5%
Cc1ccc(C)c(Cn2cc(S(=O)(=O)c3ccc(Cl)cc3)c(=O)c3cc(F)ccc32)c1 | . | -15% | ?
CCn1c(SCC(=O)Nc2ccccc2OC)nc(O)cc1=O | 5% | 16% | 6%

Grouped by structure: the entries above containing an aryl thioether with sulfur outside any ring
molecule | N370S GC mod | FEN1 inhibitor | DT40 TDP1 CPT
CCCCn1c(N)c(N(C(=O)CSc2nncn2-c2ccccc2)C2CCCC2)c(=O)[nH]c1=O | . | -7% | -11%
O=C(CSc1nnc(CN2CCCC2)n1-c1ccc(F)cc1)c1ccc2c(c1)OCO2 | -3% | -2% | ?
CSc1nc(Cl)c(Cc2ccc(OC(C)C)cc2)c(N2CCOCC2)n1 | 19% | -13% | ?
COC(CSc1nc(N)c2c3c(sc2n1)CN(C)CC3)OC | ? | -22% | -8%
CCn1c(SCc2nc3ccccc3nc2C)nnc1-c1cccs1 | -1% | 7% | ?
CCn1c(COc2cccc(C)c2)nnc1SCC(=O)NC1CCCC1 | -2% | -9% | ?
CC(=O)c1ccc(NC(=O)CSc2ccc(-c3cccs3)nn2)cc1 | . | -11% | -18%
CSc1ncccc1C(=O)Nc1ncc(C)s1 | 2% | -3% | -2%
Cc1nnc(SCC(=O)N2CC(=O)Nc3ccccc32)n1Cc1ccccc1 | 6% | -2% | 2%
CCn1c(SCC(=O)c2ccc(Cl)s2)nnc1-c1cccs1 | -9% | -6% | -30%
CCn1c(SCC(=O)Nc2ccccc2OC)nc(O)cc1=O | 5% | 16% | 6%
